Screening results as filed in PubChem.
LGR2 inh: blocks bursicon-induced cAMP signaling via Drosophila LGR2. HEK293 LGR2, CRE-luciferase, bursicon-stimulated, 4 h. inhibition, % at 9.99 µM. 0.35% of 380,000 active;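 active = drop in luminescence signal, shown as inhibition above about 50% in the replicate tests, limit read from the data, passing the limit was not always enough; inconclusive = probably only some replicates passing the limit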;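 note: agonist challenge used bursicon conditioned medium at about half maximal strength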
PGC1a acetyl inh: lowers PGC1a acetylation signal in U2OS cells. 0.17% of 350,000 active. inhibition, % at 15.6 µM. AlphaScreen anti-acetyl-lysine; with virally co-expressed GCN5 acetyltransferase;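 active = every replicate shows inhibition of at least 40%; inconclusive = mean inhibition at least 40% but some replicate below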;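 note: 0% = neutral control wells and 100% = positive control wells; some results beyond the cut were filed as inactive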
PglD inh: blocks C. jejuni PglD acetyltransferase activity; purified PglD enzyme, DTNB colorimetric CoA detection; inhibition, % at 12.5 µM; 0.098% of 360,000 active; in the data active = inhibition above about 16%, passing the limit was not always enough; inconclusive = no clear call, values can overlap the other calls; note: strong numbers were not always called active
Starred values were filed as active, the others as inactive; ? = inconclusive. Only part of the results is shown; the hit share may differ from the screen's.

SMILES	LGR2 inh	PGC1a acetyl inh	PglD inh
CC(=O)c1cccc(NC(=O)CN(Cc2ccccc2)S(C)(=O)=O)c1	3	1	-1
CCC(NC(=O)c1ccccc1NC(=O)c1ccco1)C(=O)O (configuration not stated)	7	4	-12
COc1ccc(OC)c(/C=C/C(=O)c2ccc(Cl)cc2)c1	16	-7	0
CCOC(=O)C1CCN(c2c(NCCCN(CC)Cc3ccccc3)c(=O)c2=O)CC1	19	20	-1
Cc1cc(=O)oc2cc(OCC(O)CN3CCN(c4ccccc4)CC3)ccc12 (configuration not stated)	8	8	-2
COC(=O)c1cc2c(s1)-c1ccccc1CC2	-19	5	3
CCCCC(=O)NCCc1cc2ccc(OC)cc2[nH]c1=O	25	1	0
Cc1ccc(Cl)cc1NC(=O)CSc1nnc(C)n1-c1ccccc1	16	0	-5
O=C1c2ccccc2NC(c2ccccn2)N1c1ccc(Cl)cc1 (configuration not stated)	-67	3	-9
O=[N+]([O-])c1nn(-c2ccc3c(c2)OCCO3)n(O)c1=NC1CCCCCC1	-46	5	1
COCCN(CC(=O)NCc1ccc(F)cc1)C(=O)CCC(=O)Nc1nccs1	20	3	-9
COc1cc2c(cc1NC(=O)CSc1nnc(COc3ccc(Cl)cc3)n1C)oc1ccccc12	29	7	2
CCOc1cc(C2C(C(=O)OC)=CN(C3CCCC3)C=C2C(=O)OC)cc(Br)c1O	29	9	-1
CCC(C)[C@H](NC(=O)OC(C)(C)C)C(=O)N/N=C/c1ccc2nccnc2c1 (some centres not stated)	-17	-6	-1
COc1cccc(C(CC(=O)NCCN2CCOCC2)NS(=O)(=O)c2ccc(C)cc2)c1OC (configuration not stated)	19	-7	2
Cc1cc(C)n(C(=O)CN2C(=O)CCC2=O)n1	18	2	-5
O=C(CCN1CCOCC1)c1ccc2c(c1)OCCO2	7	-6	9
COc1ccc2c(c1)c(=O)oc1cc(OCC(=O)N3CCCC(C)C3)ccc12 (configuration not stated)	-14	-2	3
O=C(NCc1ccco1)c1noc2c1CCCCC2	-18	1	-5
N#Cc1c[nH]n2c(=O)cc(Cc3ccccc3)nc12	-4	4	0
O=C(NCc1ccc2c(c1)OCO2)c1cccc(Cl)c1	8	4	7
CC(=O)c1cccc(NC(=O)c2ccc(NS(C)(=O)=O)cc2)c1	4	0	-2
COc1ccc(C(=O)Nc2nnc(-c3cccs3)s2)cc1	?	0	7
CCOC(=O)c1cnc(-c2ccccc2)nc1Oc1ccc(Cl)cc1	6	6	1
OC1(c2cn(Cc3ccccc3)nn2)CCCCC1	-2	-3	4
CCOC(=O)c1sc(NC(=O)c2ccccc2F)c(C(N)=O)c1C	13	-1	2
O=C(C1CCN(S(=O)(=O)c2ccc3c(c2)OCCO3)CC1)N1CCc2ccccc21	-16	-8	6
CCNC(=S)NNC(=O)c1csc2ccccc12	5	59*	0
CC(C)C[C@H](NC(=O)Nc1ccccc1F)C(=O)O	6	-4	9
O=C1CC(c2ccccc2)C(=O)N1c1cccc(O)c1 (configuration not stated)	8	-2	-3
CC1CCN(C(=O)c2ccc(N(C)S(C)(=O)=O)cc2)CC1	-14	7	4
O=C(CSc1nc2ccccc2[nH]1)Nc1ccc2c(c1)OCCO2	-19	2	5
Cc1cc(NC(=O)CN2C(=O)NC(Cc3ccccc3)C2=O)no1 (configuration not stated)	8	3	0
CCCc1nnc(NC(=O)c2cc3ccccc3oc2=O)s1	-2	-7	2
CC(=O)c1cccc(NC(=O)COc2nsnc2N2CCOCC2)c1	-16	3	-3
Cc1cc(N(C)C)nc(SC(C)C)n1	9	2	2
COc1ccc(OC)c(NC(=O)Nc2ccccc2C)c1	14	-2	3
Cc1ccc(S(=O)(=O)N(CC(=O)N2CCCCC2)c2cccc(C)c2)cc1	3	-1	-5
CCCOc1cccc(NC(=O)c2cc(C)oc2C)c1	-31	-16	-2
COc1ccc(NC(=O)CCn2nc(C)cc2C)cc1	-11	4	3
COc1ccc(C(=O)Nc2ccccc2C(=O)NC(C(=O)NCc2ccco2)C(C)C)cc1 (configuration not stated)	-1	-13	-6
CC(=O)c1cnc2cc(-c3ccc(Cl)cc3)nn2c1C	-77	1	2
CCOC(=O)CNC(=O)CCNS(=O)(=O)c1ccc2c(c1)c(=O)n(C)c(=O)n2C	8	8	-2
O=C(Nc1cccc(F)c1)C1CCN(C(=O)c2ccccc2Cl)CC1	0	-4	1
O=C1NC2=C(C(=O)c3ccccc32)C(c2ccccc2)N1 (configuration not stated)	-27	4	-5
Cc1cc(C)nc(-n2nc(C)cc2NC(=O)CN2CCC(C)CC2)n1	-13	-14	-4
CCCCNC(=O)N1CCOCCOCCN(C(=O)NCCCC)CCOCC1	6	-9	2
O=C(O)c1ccc(NS(=O)(=O)/C=C/c2ccccc2)cc1	-9	2	-2
CCn1cc(Br)c(C(=O)NCc2ccco2)n1	-17	-8	-6
Nc1nc2c(c3c1c(=O)oc1ccccc13)CCCCC2	-4	-5	-1
CC1=C(C(=O)OCc2ccccc2)C(c2cccnc2)n2nnnc2N1 (configuration not stated)	12	11	5
COc1ccccc1S(=O)(=O)Nc1cccc(-c2nnc3n2CCCCC3)c1	16	-8	2
Cc1ccc(NC(=O)C(C)c2ccc(-c3ccccc3)c(F)c2)c(C)c1 (configuration not stated)	13	0	-2
CC(=O)Nc1ccc(C(=O)c2ccccc2)cc1	8	0	7
CC(=O)NC(C)C(=O)OCc1ccc(Cl)cc1Cl (configuration not stated)	12	-11	5
CCc1sc(C(=O)Nc2cccc(C(C)=O)c2)cc1C	-27	-1	-5
CCOC(=O)C1=NNC2C(=O)N(CC)C(=O)C12 (configuration not stated)	16	7	-5
N#CC1=C2SCC(O)(c3ccccc3)N2C(=O)CC1c1ccccc1 (configuration not stated)	4	-3	-1
O=C(Nc1cccc(F)c1)NC1(C(=O)N2CCN3CCCC3C2)CCCCC1 (configuration not stated)	10	5	-6
O=S(=O)(/N=C(\Sc1ccccc1)c1ccccc1)c1ccc(Cl)cc1	4	8	6

PGC1a acetyl inh, hit marks shown above
SMILES	LGR2 inh	PGC1a acetyl inh	PglD inh
CCNC(=S)NNC(=O)c1csc2ccccc12	5	59*	0

Next section
SMILES	LGR2 inh	PGC1a acetyl inh	PglD inh
O=C(c1cn(-c2ccccc2)nc1-c1cccs1)N1CCN(c2ccc(F)cc2)CC1	7	-11	-4
O=C(CCS(=O)(=O)c1ccc(Br)cc1)NCc1cccs1	11	-11	0
COc1ccc(S(=O)(=O)CCC(=O)NCCc2ccc(S(N)(=O)=O)cc2)cc1	-8	0	-12
COc1ccc(CC(=O)N2CCN(c3ccc(C4=NNC(=O)CC4C)cc3)CC2)cc1 (configuration not stated)	7	-5	-1
CCn1c(CC(=O)Nc2ccc(C)c(Cl)c2)nnc1SCc1ccc(Cl)c(Cl)c1	4	6	-1
CCOc1ccc(C(=O)Nc2ccccc2N2CCOCC2)cc1	1	-4	-3
O=C(O)c1cc2ccccc2c(=O)s1	-7	2	-5
CCOC(=O)CON1C(=O)c2ccccc2C1=O	2	10	2
Cc1ccc(S(=O)(=O)N2CCN(C(=O)CCC(=O)NCc3ccc(F)cc3)CC2)cc1	6	6	-1
O=C1NCC(c2ccccc2)C1C(=O)N/N=C\c1ccc(-c2cccc(Cl)c2Cl)o1 (configuration not stated)	-11	-4	-3
CCOc1nc(NCCC2=CCCCC2)nc(N2CCOCC2)n1	9	-3	-4
O=C(c1cccnc1Nc1ccc2c(c1)CCC2)N1CCOCC1	13	-7	7
CCNC(=O)Cn1cc(C#N)c2ccccc21	11	9	4
c1ccc(-c2c[nH]c3[n+]2CCCCC3)cc1	-16	7	-3
CCn1c(-c2ccc(C(C)(C)C)cc2)n[nH]c1=S	-22	4	-9
CC(C)Oc1c(Cl)cc(CNC(C)(C)CO)cc1Cl	-2	10	-9
Cc1oc2cc(O)ccc2c(=O)c1Oc1ccccc1	9	-3	0
COc1ccc(OC)c(NC(=O)CSC2=C(C#N)C(c3ccco3)C3=C(CCCC3=O)N2)c1 (configuration not stated)	-6	-9	7
Cn1c(=O)c2c(nc(N3CCOCC3)n2C)n(C)c1=O	12	21	0
O=C(COC(=O)CCCN1C(=O)c2ccccc2C1=O)Nc1cc(Cl)cc(Cl)c1	18	0	-2
CC1(C)COC(c2cc([N+](=O)[O-])ccc2Cl)=N1	-14	8	1
COc1ccc(CCNC(=O)Cn2c(=O)n(Cc3ccco3)c(=O)c3ccc(Cl)cc32)cc1OC	7	-9	1
Cc1nc2cccc(C(=O)NCc3ccccc3)c2o1	6	-8	-11
Cc1cc(C(=O)C(C)OC(=O)C2=NNC(=O)CC2)c(C)n1-c1ccc(OC(F)F)cc1 (configuration not stated)	-8	0	0
CCn1c(SCC(=O)N2CCCCC2)nc(O)cc1=O	-6	9	-7
Cc1ccc(N(C(C)C(=O)Nc2ccc(S(=O)(=O)N3CCOCC3)cc2)S(C)(=O)=O)cc1 (configuration not stated)	1	2	-10
Cc1ccc2c(C(=O)CN3CCN(c4ccccc4)CC3)c(C)[nH]c2c1	-12	-8	-8
O=C(c1c(Cl)nc2sccn12)N(C(=O)c1c(Cl)nc2sccn12)c1ccc(Cl)cn1	-39	-30	0
O=C1/C(=C\Nc2ccc(OC(F)(F)F)cc2)CCN1c1ncccn1	2	0	2
CNC(=O)c1snnc1-c1ccccc1	32	-1	1
COC(=O)c1ccc(SCC(=O)NC2CCCCC2)c([N+](=O)[O-])c1	8	1	2
COC(=O)[C@@H](NC(=O)Nc1ccc(OC)cc1)C(C)C	13	3	5
O=C(CSc1nnnn1-c1ccc(O)cc1)Nc1ccc(N2CCOCC2)c(Cl)c1	13	-9	-2
COC(=O)C(Cc1c[nH]c2ccccc12)NC(=O)C(C)C (configuration not stated)	-10	12	11
CC(C(=O)O)N1C(=O)c2cccc3cccc1c23 (configuration not stated)	-3	14	1
Cc1cccc(OC(=O)c2cn(C)nc2C(F)(F)F)c1C	16	5	-2
CN1CCN(C(=O)CN(Cc2ccc(Cl)cc2)S(C)(=O)=O)CC1	4	-4	4
COc1cccc2c(=O)cc(C)n(CC(=O)Nc3ccccc3C)c12	14	-7	-3
COC(=O)c1c(C)c2c(C)cc3ccccn3c-2c1C(=O)OC	-6	-3	-1
O=C(N/N=C\c1ccc(CN(Cc2ccc(Cl)cc2)S(=O)(=O)c2ccccc2)o1)C(=O)Nc1ccc(F)cc1	12	3	1
Cc1ccc(-n2nc3c(c2NC(=O)c2ccc(Br)o2)CSC3)c(C)c1	-11	-17	-5
O=C(NCc1ccco1)C1OCCc2ccccc21 (configuration not stated)	12	-2	25*
CC(C)NC(=O)CSc1ccccc1C(=O)NCc1ccc2c(c1)OCO2	9	-2	3
Cc1nc2ccccn2c1C(=O)CSc1ccccc1Cl	8	-6	-2
OCCN=C(c1ccccc1)C12CN3CN(CN(C3)C1)C2	-4	2	-2
Cc1ccc(S(=O)(=O)C2(C(=O)NC3CCCC3)CC2)cc1	3	0	-1
CCc1ccc(NC(=O)C(C)Oc2nnc(-c3cccs3)c(-c3cccs3)n2)cc1 (configuration not stated)	0	11	-1
O=C(O)CCC(=O)NNC(=O)c1ccc(-c2ccccc2)cc1	13	-21	6
COc1ccc(S(=O)(=O)Nc2cccc(C)n2)c2ccccc12	4	0	0
O=C(NC1CCCCC1)C1CC=CCC1C(=O)OCC(Cl)=C(Cl)Cl (configuration not stated)	-9	-6	7

By substructure: the compounds so far with an aryl methoxy group
SMILES	LGR2 inh	PGC1a acetyl inh	PglD inh
COc1ccc(OC)c(/C=C/C(=O)c2ccc(Cl)cc2)c1	16	-7	0
CCCCC(=O)NCCc1cc2ccc(OC)cc2[nH]c1=O	25	1	0
COc1cc2c(cc1NC(=O)CSc1nnc(COc3ccc(Cl)cc3)n1C)oc1ccccc12	29	7	2
COc1cccc(C(CC(=O)NCCN2CCOCC2)NS(=O)(=O)c2ccc(C)cc2)c1OC (configuration not stated)	19	-7	2
COc1ccc2c(c1)c(=O)oc1cc(OCC(=O)N3CCCC(C)C3)ccc12 (configuration not stated)	-14	-2	3
COc1ccc(C(=O)Nc2nnc(-c3cccs3)s2)cc1	?	0	7
COc1ccc(OC)c(NC(=O)Nc2ccccc2C)c1	14	-2	3
COc1ccc(NC(=O)CCn2nc(C)cc2C)cc1	-11	4	3
COc1ccc(C(=O)Nc2ccccc2C(=O)NC(C(=O)NCc2ccco2)C(C)C)cc1 (configuration not stated)	-1	-13	-6
COc1ccccc1S(=O)(=O)Nc1cccc(-c2nnc3n2CCCCC3)c1	16	-8	2
COc1ccc(S(=O)(=O)CCC(=O)NCCc2ccc(S(N)(=O)=O)cc2)cc1	-8	0	-12
COc1ccc(CC(=O)N2CCN(c3ccc(C4=NNC(=O)CC4C)cc3)CC2)cc1 (configuration not stated)	7	-5	-1
COc1ccc(OC)c(NC(=O)CSC2=C(C#N)C(c3ccco3)C3=C(CCCC3=O)N2)c1 (configuration not stated)	-6	-9	7
COc1ccc(CCNC(=O)Cn2c(=O)n(Cc3ccco3)c(=O)c3ccc(Cl)cc32)cc1OC	7	-9	1
COC(=O)[C@@H](NC(=O)Nc1ccc(OC)cc1)C(C)C	13	3	5
COc1cccc2c(=O)cc(C)n(CC(=O)Nc3ccccc3C)c12	14	-7	-3
COc1ccc(S(=O)(=O)Nc2cccc(C)n2)c2ccccc12	4	0	0
